uPA surface inh = inhibitors of cell surface uPA generation; cell surface uPA generation assay, qHTS; Potency, µM (series often up to 38.3 µM), inactives show top-dose activity change, negative = inhibition, most hits filed as inhibitors; hit rate 0.31% among 330,000; active = well fitted inhibition curve with a large enough effect; inconclusive = small, poorly fitted or top-dose-only effect; inactive = no such curve, though single readings can be large or run the other way; tested in mouse RAW 264.7 cells; also: potency is read from the fitted curve at half-maximal effect; % is scaled to controls: 0 for no effect and ±100 for the full control effect; nearly all actives have a fitted effect of over 55% in size
TCR activator = activators of T cell receptors; primary human leukocytes, anti-CD3, IL-2 HTRF, 48 h; Potency, µM (doses to about 9.22 µM), without a hit: at the top dose activation of IL-2 secretion, usual class: activators; 330,000 tested, under 10 active; also: % of control where 0% means no effect
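Using a-CD3 beads without co-stimulation, primary human leukocytes were exposed to compounds for 48 hr. An HTRF IL-2 kit measured the cytokine, with europium-to-d2 energy transfer producing emission at 665nm upon 320nm excitation.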
Tb PFK block = inhibitors of T. brucei phosphofructokinase. O15648. T. brucei PFK, ADP-Glo luminescence. Potency, µM (top dose mostly 57.5 µM), without a hit: at the top dose activity, negative = inhibition, actives largely listed as inhibitors. hit rate 0.17% among 330,000;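 also: potency is read from the fitted curve at half-maximal effect; 0% = uninhibited 1x PFK enzyme wells and -100% = no-enzyme wells; nearly all actives have a fitted effect of over 60% in size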
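PFK 1.25 nM, F6P 0.5 mM, ATP 0.1 mM, 0.1 M TEA pH 8.0, 5 mM MgCl2, 0.01% Tween20, 0.1% BSA; 45 min RT. ADP-Glo readout. qHTS titration up to 57 uM; curves fitted, compounds curve-classed.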
TSG101-PTAP inh = blocks PTAP/TSG101 interaction to inhibit HIV-1 budding | Q99816 | AID 493005 | Potency, µM (doses to about 115 µM), for inactives: top-dose activity change, negative = inhibition, most hits filed as inhibitors | Fluorescence polarization, FITC-PTAP peptide / Tsg101 binding | 340,000 tested, under 10 active; active = well fitted inhibition curve with a large enough effect in the main read-out, with a control signal flat, not every such curve was filed as active; inconclusive = small, poorly fitted or top-dose-only effect, or effect the other way, or a change in a side signal; inactive = no such curve, though single readings can be large or run the other way; also: potency is read from the fitted curve at half-maximal effect; % of control where 0% means no effect
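Steps: Tsg101 binding domain dispensed (10 uM final), compounds pinned in DMSO, FITC-labeled PTAP-motif peptide added (50 nM final); after 20 min binding at room temperature, polarization measured.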
Eya2 inh = blocks the phosphatase activity of human Eya2; O00167; recombinant Eya2, OMFP fluorescence dephosphorylation (OMFP is methylfluorescein phosphate); hit rate 0.006% among 330,000; Potency, µM (titrated, usually from 76.9 µM), for inactives: top-dose activity, negative = inhibition, actives largely listed as inhibitors; also: potency is read from the fitted curve at half-maximal effect; % is scaled to controls: 0 for no effect and ±100 for the full control effect
Target sequence (O00167 whole entry, looked up): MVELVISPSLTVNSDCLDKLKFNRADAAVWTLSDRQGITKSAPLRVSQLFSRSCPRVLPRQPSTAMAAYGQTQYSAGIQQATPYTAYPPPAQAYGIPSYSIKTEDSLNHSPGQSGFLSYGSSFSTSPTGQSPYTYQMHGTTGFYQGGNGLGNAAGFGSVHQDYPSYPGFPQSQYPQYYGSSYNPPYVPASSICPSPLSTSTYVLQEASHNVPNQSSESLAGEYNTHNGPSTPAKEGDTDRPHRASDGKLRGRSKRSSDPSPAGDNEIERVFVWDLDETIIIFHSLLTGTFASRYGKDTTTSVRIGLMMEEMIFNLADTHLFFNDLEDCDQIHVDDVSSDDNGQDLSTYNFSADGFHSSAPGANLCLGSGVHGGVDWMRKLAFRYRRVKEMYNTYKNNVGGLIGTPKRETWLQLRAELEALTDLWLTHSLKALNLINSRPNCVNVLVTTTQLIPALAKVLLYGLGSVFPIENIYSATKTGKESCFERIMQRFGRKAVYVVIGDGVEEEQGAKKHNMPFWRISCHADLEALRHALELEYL
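Eya2 protein (added as 0.2 uM solution) was preincubated with compound for 10 min at ambient temperature in 50 mM HEPES pH 7.5, 50 mM NaCl, 5 uM MgCl2, 0.05% BSA, 1 mM DTT. OMFP (added at 50 uM) then reacted 10 min; fluorescence read at 485/525 nm.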
TSHR antagonist = antagonists of human thyroid stimulating hormone receptor; P16473; TSHR-expressing cells, TSH-stimulated cAMP HTRF, 2 h; stronger effect = lower value; activity change, negative = inhibition, % at 11.5 µM; hit rate 0.2% among 330,000;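 active = activity change below a set negative limit, meaning inhibition stronger than a set level, cut at about -70% in these data; inconclusive = activity change between two set negative limits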; also: % is scaled to controls: 0 for no effect and ±100 for the full control effect
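Antagonism was scored as loss of TSH-driven cAMP in TSHR cells, stimulated with 4nM TSH (EC80) for 2 hours at 37 deg C and detected by homogeneous HTRF competition immunoassay.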
Mito fusion act = blocks mitochondrial division or promotes mitochondrial fusion. hit rate 0.23% among 320,000. Potency, µM (series often up to 46.1 µM), without a hit: at the highest dose growth rescue (activation), actives largely listed as activators. S. cerevisiae fusion-defective mutant growth rescue, CellTiterGlo 48 h;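 also: potency is read from the fitted curve at half-maximal effect; % of control where 0% means no effect; nearly all actives have a fitted effect of over 45% in size; temperature-sensitive fusion mutants such as fzo1-1 at 37 °C on non-fermentable ethanol glycerol medium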
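Growth-rescue viability read-out: after 48 h at the non-permissive 37C in glycerol/ethanol YPEG, yeast mitochondrial fusion mutants are measured by CellTiterGlo luminescence; compounds (23 nl pinned per well) restoring growth score as division inhibitors or fusion activators.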
B2AR arrestin = beta2AR (human) beta-arrestin recruitment activity. hit rate 0.02% among 330,000. beta-arrestin recruitment to beta2AR, cell-based reporter. P07550. Potency, µM (series often up to 46.1 µM), for the others: top-dose activation, hits mostly activators;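 also: potency is read from the fitted curve at half-maximal effect; 0% = DMSO controls and full agonism = EC100 isoproterenol or metaproterenol; nearly all actives have a fitted effect of over 65% in size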
Target sequence (P07550 whole entry, looked up): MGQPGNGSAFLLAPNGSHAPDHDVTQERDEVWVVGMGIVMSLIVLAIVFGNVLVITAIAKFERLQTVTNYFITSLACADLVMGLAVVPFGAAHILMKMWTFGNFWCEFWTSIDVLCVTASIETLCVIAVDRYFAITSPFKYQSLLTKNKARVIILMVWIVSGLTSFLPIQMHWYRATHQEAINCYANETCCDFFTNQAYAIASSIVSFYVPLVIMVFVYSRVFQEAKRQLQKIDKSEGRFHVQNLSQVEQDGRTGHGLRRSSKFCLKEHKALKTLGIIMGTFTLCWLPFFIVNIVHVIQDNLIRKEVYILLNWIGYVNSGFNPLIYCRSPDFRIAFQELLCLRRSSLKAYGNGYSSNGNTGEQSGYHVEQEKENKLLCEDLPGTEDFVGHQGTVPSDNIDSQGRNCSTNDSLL
BCR signal inh = inhibitors of chronic active B-cell receptor signaling; ABC-DLBCL IkBa-CBG/CBR reporter, luminescence ratio, 4 h; Potency, µM (highest dose often 46.1 µM), for the others: top-dose ratio change, negative = lower green/red ratio, usual class: inhibitors; AID 493014; hit rate 0.05% among 340,000; active = well fitted inhibition curve with a large enough effect in the signal ratio, with a control signal flat, not every such curve was filed as active; inconclusive = small, poorly fitted or top-dose-only effect, or effect the other way, or a change in a side signal; the % refers to the signal ratio;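 also: potency is read from the fitted curve at half-maximal effect; plate controls were basal doxycycline-induced cells for no effect and cells given 10 µM MG132 for full effect; MG132 reads +100%, hits lower the ratio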
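Compounds up to 46 uM were incubated four hours with TMD8 cells whose green CBG68 luciferase is fused to IkappaBalpha; red CBR luminescence normalised the signal, and concentration-effect curves were fitted to fusion, red and ratio data.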
ELG1 DNA repair = blocks ELG1-dependent DNA repair in HEK293T cells. HEK293T ELG1-luciferase reporter, luminescence, 16 h; DNA damage induced by 5-fluorouridine. Potency, µM (series often up to 46.1 µM), for inactives: at the top dose activity change, negative = inhibition, hits mostly inhibitors. hit rate 2.3% among 330,000; also: potency is read from the fitted curve at half-maximal effect; % is scaled to controls: 0 for no effect and ±100 for the full control effect; nearly all actives have a fitted effect of over 55% in size
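Quantitative HTS, concentration-response format. 2,000 cells/well co-treated with 5-fluorouridine and compound, 16 hr in 5% CO2 at 37 °C; ONE-Glo luminescence read after 30 min.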
USP2a block = blocks human ubiquitin-specific protease USP2a | hit rate 0.01% among 330,000 | Potency, µM (top dose mostly 38.3 µM), inactives show top-dose activity change, negative = inhibition, usual class: inhibitors | O75604 | USP2 core, Ub-CHOP2 coupled fluorogenic reporter, 485/531;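 also: potency is read from the fitted curve at half-maximal effect; plate controls were DMSO wells for no effect and full inhibition by NEM control for full effect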
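USP2 core (10nM final) preincubated 30min RT with compound in 20mM Tris-HCl pH 8.0, 2mM CaCl2, 2mM beta-mercaptoethanol, 0.05% CHAPS; 25nM Ub-CHOP2 plus 25nM reporter substrate added, fluorescence (Ex485/Em531) read after 60min.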
* = called active by the depositor; ? = inconclusive; . = no result given; [ ] = remark or other dose. Unless noted, calls follow the shape of the dose curve; as a rule, active = well fitted curve in the direction sought with a large enough effect; inconclusive = small, poorly fitted or top-dose-only effect, or another doubt; inactive = no such curve, though single readings can be large; an effect the other way counts as inactive or inconclusive.

SMILES	uPA surface inh	TCR activator	Tb PFK block	TSG101-PTAP inh	Eya2 inh	TSHR antagonist	Mito fusion act	B2AR arrestin	BCR signal inh	ELG1 DNA repair	USP2a block
O=C(NCCc1ccccn1)c1cc(-c2ccc(Cl)c(Cl)c2Cl)nc2ccccc12	-10%	-4%[46.1 µM]	1%	-5%	3%	6	12%	-0.5%	-15%	?	-8%
COc1ccc(C(c2sc3nc(C)nn3c2O)N2CCC(C(N)=O)CC2)cc1OC (configuration not stated)	59%[activator]	-2%	0%	0%	11%	-4	-1%	0.1%	2%	1%	0%
COc1cc(-c2nc(C(=O)NCC3CCCO3)cc3c2[nH]c2ccccc23)cc(OC)c1OC (configuration not stated)	-26%	-8%	-1%	-5%	-18%	-12	0%	0.6%	?	?	-7%
CCN(CC)c1ccc(NC(=O)Cn2c(C(C)NC(=O)c3ccccc3)nc3ccccc32)cc1 (configuration not stated)	-1%	-6%[46.1 µM]	9%	-2%	9%	2	0%	-0.4%	1%	17%	7%
O=C1CN(C(=O)c2cccc(F)c2)C(c2ccc(F)cc2)c2cc(F)ccc2N1 (configuration not stated)	2%	1%	-3%	0%	9%	4	18%	0.0%	0%	?	0%
Cc1ccc(NC(=O)CCNS(=O)(=O)c2ccc3c(c2)c(=O)n(C)c(=O)n3C)cc1C	-19%	11%	7%	1%	-4%	0	0%	0.1%	1%	19%	-1%
O=C(O)c1ccccc1C1Nc2ccccc2C(=O)N1CCCN1CCOCC1 (configuration not stated)	-5%	5%	3%	-3%	-3%	20	2%	0.1%	2%	?	12%
O=C(NCCN1CCc2ccccc2C1)Nc1ccc(F)cc1	6%	3%	-11%	1%	7%	4	-9%	-0.3%	8%	0%	1%
O=C(COc1ccc(F)cc1)N1CCC(Cc2ccccc2)CC1	9%	-5%	-1%	-4%	-8%	-10	8%	-0.7%	-2%	13%	1%
COC(=O)c1cc(COc2ccc3oc(C)c(C(=O)OC(C)C)c3c2)c(C)o1	-10%	-3%	-6%	-2%	3%	13	7%	-0.2%	12%	10%	2%
COc1cc(CNc2cc(C)ccc2C)cc(OC)c1OC	-3%	3%	-6%	2%	4%	-11	10%	-0.2%	-2%	-9%	-2%
Cc1cccc(N=Cc2[nH]c3ccc(Br)c(Cl)c3c2O)c1	-1%	-4%[46.1 µM]	-11%	3%	4%	11	3%	-0.5%	?	?	1%
CN(C)CCOc1ccc(-c2c(-c3ccsc3)sc3ccccc23)cc1	-27%	-2%	5%	-4%	-16%	5	.	-0.1%	?	17%	2%
O=C(C(=O)N1CCCC1CO)N1CCCC1CO (configuration not stated)	-1%	3%	0%	-4%	-22%	37	10%	0.3%	-3%	?	-1%
CC(OC(=O)CCC(=O)c1ccc(Cl)s1)C(=O)NC1(C#N)CCCCC1 (configuration not stated)	3%	5%	-7%	0%	-2%	13	4%	0.3%	2%	?	2%
CCCNC(=O)c1ccc(N2CC3CC(C2)c2cccc(=O)n2C3)c(NC(=O)Nc2ccc(CC)cc2)c1 (configuration not stated)	-15%	-3%	0%	-4%	5%	-21	-2%	4.1%	0%	-19%	2%
COc1cc(-c2cc(-c3ccccc3)nc(SCC(=O)O)c2C#N)cc(OC)c1OC	10%	9%	1%	-5%	0%	-4	4%	0.0%	?	?	1%
Cc1ccc(C)c(N2CCN(CC(=O)Nc3ccc([N+](=O)[O-])cc3C(=O)Nc3ccccc3F)CC2)c1	.	-5%	-5%	-7%	21%	-1	7%	0.5%	7%	?	6%
C=CCc1cc(OC)ccc1OCCN(C)Cc1ccccc1	1%	-6%	-2%	-3%	-8%	-18	24%	-0.6%	?	2%	0%
Cc1ccccc1C(=O)NNC(=O)CSc1nnc(C)n1-c1ccccc1	-4%	-3%[46.1 µM]	-2%	1%	6%	0	-3%	0.0%	-5%	-3%	3%
CCOC(=O)C(C(=O)OCC)C(CC(=O)C1CC1)c1ccccc1 (configuration not stated)	-2%	-2%	-1%	-3%	-27%	-10	2%	-0.3%	0%	-6%	-9%
CNC(=O)COc1coc(CN2CCN(C(=O)c3ccco3)CC2)cc1=O	-3%	1%	-4%	1%	4%	0	2%	-0.7%	-6%	?	0%
Cc1ccc(C)c(NC(=O)C[n+]2ccccc2)c1	-1%	.	1%	-8%	13%	-8	-1%	-1.3%	0%	-16%	2%
CCOC(=O)CCc1nc2ccccc2[nH]1	1%	-10%	2%	-6%	8%	3	-4%	-0.2%	0%	?	2%
Cc1ccc2oc(=O)c(-c3ccc(O)cc3)c(C)c2c1	-8%	-2%	-1%	-4%	-7%	-23	?	0.4%	?	?	-6%

Only USP2a block, B2AR arrestin and Tb PFK block, for some of the entries so far:
Molecule	USP2a block	B2AR arrestin	Tb PFK block
COC(=O)c1cc(COc2ccc3oc(C)c(C(=O)OC(C)C)c3c2)c(C)o1	2%	-0.2%	-6%
Cc1ccc(NC(=O)CCNS(=O)(=O)c2ccc3c(c2)c(=O)n(C)c(=O)n3C)cc1C	-1%	0.1%	7%

(list continues)
SMILES	uPA surface inh	TCR activator	Tb PFK block	TSG101-PTAP inh	Eya2 inh	TSHR antagonist	Mito fusion act	B2AR arrestin	BCR signal inh	ELG1 DNA repair	USP2a block
CC(C)(Oc1ccc(Cl)cc1)C(=O)O	2%	1%	3%	1%	3%	0	-2%	-0.4%	2%	21%	2%
Cc1ccc(-c2cc(N)n(-c3ccc(C)cc3)n2)cc1	-3%	0%	-2%	0%	6%	-7	-2%	-0.4%	?	?	0%
Cn1cc(CC(=O)NC2CCCCC2)c2ccccc21	9%	8%	13%	-9%	-8%	6	0%	0.3%	?	?	2%
CCN(CC)c1ccc2cc(/C(N)=N/NC(=O)c3cccs3)c(=O)oc2c1	.	.	0%	.	-6%	0	3%	?	-6%	-10%	4%
O=c1[nH]c2ccc(NC(=S)Nc3ccccc3Cl)cc2[nH]1	1%	6%	-6%	-5%	0%	3	2%	-0.4%	?	0%	10%
CC(C)NC1CS(=O)(=O)CC1O (configuration not stated)	6%	3%	0%	-7%	18%	-5	-1%	-0.2%	-11%	1%	1%
CCOc1ccc(CN2C(=O)c3ccccc3C2C(=O)NC(C)CC)cc1OC (configuration not stated)	1%	-2%	0%	-5%	-29%	-6	-5%	0.4%	-1%	2%	1%
CC(=O)c1oc2ccccc2c1N	.	-3%	-1%	-1%	-5%	-2	-3%	-0.5%	0%	15%	1%
CC(C)c1ccc(NC(=O)C2CCC(CNC(=O)[C@@H]3Cc4ccccc4CN3)CC2)cc1 (some centres not stated)	-10%	0%	1%	-1%	14%	5	-6%	0.5%	-12%	?	0%
Cc1ncc(CN2CCCC(CCC(=O)NCc3ccccc3F)C2)s1 (configuration not stated)	-9%	3%	1%	-1%	?	-5	0%	-0.1%	?	3%	3%
O=[N+]([O-])c1ccc(/C=N/NC(=S)Nc2ccc(Cl)cc2Cl)s1	?	-1%	-1%	2%	3%	-3	0%	0.5%	?	8.2µM*	-7%
O=C1CCCCC1C(O)c1ccc(Cl)cc1 (configuration not stated)	.	.	2%	.	4%	2	-3%	0.3%	4%	14%	-2%
CC(=O)c1ccc(NC(=S)NCCc2cccc(Cl)c2)cc1	-2%	.	3%	3%	-13%	-1	28%	-0.9%	-1%	?	2%
COc1ccc(/C=C(\C#N)C(=O)OCC(=O)NC(C)c2ccccc2)cc1 (configuration not stated)	-1%	1%[46.1 µM]	9%	-4%	0%	1	-2%	4.0%	0%	-3%	2%

Quoted from above, 3 compounds:
SMILES	uPA surface inh	TCR activator	Tb PFK block	TSG101-PTAP inh	Eya2 inh	TSHR antagonist	Mito fusion act	B2AR arrestin	BCR signal inh	ELG1 DNA repair	USP2a block
O=C(NCCc1ccccn1)c1cc(-c2ccc(Cl)c(Cl)c2Cl)nc2ccccc12	-10%	-4%[46.1 µM]	1%	-5%	3%	6	12%	-0.5%	-15%	?	-8%
COc1ccc(C(c2sc3nc(C)nn3c2O)N2CCC(C(N)=O)CC2)cc1OC (configuration not stated)	59%[activator]	-2%	0%	0%	11%	-4	-1%	0.1%	2%	1%	0%
COc1cc(-c2nc(C(=O)NCC3CCCO3)cc3c2[nH]c2ccccc23)cc(OC)c1OC (configuration not stated)	-26%	-8%	-1%	-5%	-18%	-12	0%	0.6%	?	?	-7%

Screens (PubChem BioAssay)
